# PTHR1 ag – PTHR1 (human) receptor agonism; HEK293 GP2 PTHR1 cells, GloSensor cAMP luminescence, 1 h; Potency, µM (titrated, usually from 115 µM), inactives show at the highest dose activation, usual class: activators; hit rate 0.075% among 410,000; also: potency is read from the fitted curve at half-maximal effect; nearly all actives have a fitted effect of over 55% in size; some results filed as inactive show a strong effect at the top dose; inactives centre near -15; many of its hits are not listed in these tables
# Target sequence (Q03431 whole entry, looked up): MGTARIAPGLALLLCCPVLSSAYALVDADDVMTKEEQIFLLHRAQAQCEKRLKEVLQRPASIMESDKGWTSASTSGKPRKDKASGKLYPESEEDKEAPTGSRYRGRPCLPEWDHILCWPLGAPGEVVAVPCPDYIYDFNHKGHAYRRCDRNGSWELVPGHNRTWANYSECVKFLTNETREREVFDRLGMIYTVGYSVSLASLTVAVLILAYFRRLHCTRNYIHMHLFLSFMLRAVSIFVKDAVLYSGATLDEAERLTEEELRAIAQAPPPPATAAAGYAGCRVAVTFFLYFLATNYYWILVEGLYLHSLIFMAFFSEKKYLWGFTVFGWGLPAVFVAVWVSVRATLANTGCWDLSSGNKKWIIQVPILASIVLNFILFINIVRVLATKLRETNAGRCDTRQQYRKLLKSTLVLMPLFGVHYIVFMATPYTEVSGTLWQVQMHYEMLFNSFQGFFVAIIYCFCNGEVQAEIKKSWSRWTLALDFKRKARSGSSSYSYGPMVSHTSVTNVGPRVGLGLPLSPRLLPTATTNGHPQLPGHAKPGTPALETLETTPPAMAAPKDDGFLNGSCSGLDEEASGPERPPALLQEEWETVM
#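 HEK-293-derived GP2 cells expressing PTHR1 and a GloSensor cAMP reporter, 3,000/well, plated overnight, given luciferin plus IBMX (each 0.5 mM as added) for 1 h at 37 °C, then compound for 1 h at 37 °C. Luminescence was read after 15 min at room temperature.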
# TDP43 rescue – TDP-43 toxicity inhibition in yeast; hit rate 1.8% among 410,000; Potency, µM (highest dose often 46.1 µM), inactives show top-dose growth rescue (activation), hits mostly activators; TDP-43 expressing yeast growth rescue, BacTiter-Glo, 24 h; also: potency is read from the fitted curve at half-maximal effect; % of control where 0% means no effect; nearly all actives have a fitted effect of over 50% in size
#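 Galactose-induced TDP-43 yeast, OD600=0.02, compound pinned; 24 hr, 30 deg C; BacTiter-Glo luminescence for growth. Inhibitors of TDP-43 toxicity read as activators.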
# DRD3 antagonist – antagonists of human D3 dopamine receptor | hit rate 2.5% among 360,000 | P35462 | D3R cells, DiscoveRx beta-arrestin luminescence, antagonist mode; hits give low values | AID 652054 | max response, negative = inhibition, %; in the data active = max response below about -50%; inconclusive = no clear call, values can overlap the other calls; also: % is scaled to controls: 0 for no effect and ±100 for the full control effect; mostly tested at two doses, the higher about 12 µM
#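 Cells plated overnight at 1500 cells/well, then exposed to library compounds with dopamine controls for 90 minutes at 37 degrees C. DiscoveRx reagent added for 30–60 minutes at room temperature; luminescence read, quantitative HTS format.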
# D3 ag – agonists of human D3 dopamine receptor; D3R DiscoveRx beta-arrestin cells, luminescence, 90 min; max activation, %; AID 652048; hit rate 0.58% among 410,000; in the data active = max activation above about 30%; also: 0% is about no effect; mostly tested at two doses, the higher about 12 µM
#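 Agonist-mode cell screen: cells plated at 1500/well and incubated overnight at 37 °C, then exposed to library compounds for 90 min at 37 °C. Detection reagent was added for 30–60 min at room temperature, and luminescence was read.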
# GLP-1R agonist – GLP-1 receptor (human) agonism; hit rate 0.007% among 380,000; P43220; AID 624172; Potency, µM (series often up to 45.6 µM), inactives show at the highest dose activation, usual class: activators; HEK293 GLP-1R CRE-luciferase, luminescence, 4-6 h; cells express a hypersensitive GLP-1R form; also: potency is read from the fitted curve at half-maximal effect; % of control where 0% means no effect
# Target sequence (P43220 whole entry, looked up): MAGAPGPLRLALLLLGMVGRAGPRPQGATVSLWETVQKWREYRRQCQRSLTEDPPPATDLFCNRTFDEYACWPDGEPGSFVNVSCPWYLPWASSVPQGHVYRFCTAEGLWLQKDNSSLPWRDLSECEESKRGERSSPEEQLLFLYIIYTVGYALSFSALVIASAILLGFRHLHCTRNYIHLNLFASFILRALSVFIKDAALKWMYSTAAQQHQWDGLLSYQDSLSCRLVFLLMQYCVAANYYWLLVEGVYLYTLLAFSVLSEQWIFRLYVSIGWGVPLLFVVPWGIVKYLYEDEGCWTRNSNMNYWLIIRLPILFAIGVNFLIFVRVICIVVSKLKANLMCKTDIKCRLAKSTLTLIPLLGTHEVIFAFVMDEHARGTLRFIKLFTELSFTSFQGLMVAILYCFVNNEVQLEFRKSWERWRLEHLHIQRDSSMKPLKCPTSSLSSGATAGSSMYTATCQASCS
# HEK293 tox – cytotoxicity counter-screen for GLP-1 receptor inverse agonists; AID 624418; Potency, µM (titrated, usually from 38.3 µM), for the others: at the highest dose activity change, negative = inhibition, hits mostly inhibitors; hit rate 0.13% among 410,000; HEK293 cAMP-luciferase reporter cells, luminescence, 24 h;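 also: loss of luciferase light is scored as toxicity; potency is read from the fitted curve at half-maximal effect; % is scaled to controls: 0 for no effect and ±100 for the full control effect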
#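 1536-well qHTS counterscreen of the MLSMR; 200 cells/uL, 12 h pre-incubation, 23 nL cpd, 24 h at 37 deg C 5% CO2, luciferase detection reagent, 12 min RT, luminescence. Inhibition = undesired.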
# KB-V1 MDR tox – kills drug-selected multidrug resistant KB-V1 cells | Potency, µM (doses to about 46.1 µM), for inactives: top-dose activity change, negative = cytotoxicity, actives largely listed as cytotoxic | KB-V1 MDR cells viability, CellTiter-Glo, 72 h | AID 1347076 | hit rate 3.4% among 400,000; also: potency is read from the fitted curve at half-maximal effect; % is scaled to controls: 0 for no effect and ±100 for the full control effect; nearly all actives have a fitted effect of over 60% in size
#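 Luminescent ATP read-out (CellTiter-Glo, 10 min) measures survival of drug-selected KB-V1 MDR cells after 72 h, 37 degrees C compound exposure. Medium: phenol-red-free DMEM, 10% FBS. Values from fitted concentration-response curves.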
# aSyn rescue – inhibitors of alpha-synuclein toxicity in yeast; Yeast expressing alpha-synuclein, growth rescue, BacTiter-Glo, 24 h; hit rate 0.14% among 370,000; Potency, µM (series often up to 46.1 µM), for the others: at the top dose growth rescue (activation), hits mostly activators; also: potency is read from the fitted curve at half-maximal effect; % of control where 0% means no effect; nearly all actives have a fitted effect of over 65% in size
#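 Galactose-induced alpha-syn yeast (OD600=0.02, raffinose-pregrown) + pinned cpd, 24 hr, 30 deg C; growth by BacTiter-Glo luminescence. Growth restoration scores as activation.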
# GLP1R inv ag – acts as inverse agonist at human GLP-1 receptor | Potency, µM (doses to about 38.3 µM), inactives show at the highest dose activity change, negative = inhibition, usual class: inhibitors | hit rate 1.6% among 410,000 | HEK293 GLP-1R CRE-luciferase, luminescence, 24 h; GLP-1R form is constitutively active; also: potency is read from the fitted curve at half-maximal effect; % is scaled to controls: 0 for no effect and ±100 for the full control effect; nearly all actives have a fitted effect of over 55% in size
#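 Stable HEK293 clone (constitutively active GLP-1R + cAMP-response luciferase); 200 cells/uL plated, 12 h pre-culture, compound 24 hr, 37 deg C/5% CO2; detection reagent 12 min RT; luminescence.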
# * hit, by the source's call; i = inactive; ? = inconclusive; nt = not tested or not shown; [ ] = another dose, or the depositor's remark. Unless noted, calls follow the shape of the dose curve; as a rule, active = well fitted curve in the direction sought with a large enough effect; inconclusive = small, poorly fitted or top-dose-only effect, or another doubt; inactive = no such curve, though single readings can be large; an effect the other way counts as inactive or inconclusive.
canonical_smiles	PTHR1 ag	TDP43 rescue	DRD3 antagonist	D3 ag	GLP-1R agonist	HEK293 tox	KB-V1 MDR tox	aSyn rescue	GLP1R inv ag
Cc1ccc(NC(=S)N(CCCN2CCOCC2)Cc2ccco2)cc1	1%	-11%	-10	-5	1%	0%	?	-1%	-29%
O=S1(=O)c2ccccc2N(Cc2ccccc2F)c2ccccc21	-43%[inhibitor]	-1%	nt	-9	nt	9%	-4%	nt	6%
COc1ccc(CNC(=O)COC(=O)c2cccnc2Nc2cccc(C(F)(F)F)c2)cc1	-17%	-1%	39	1	-6%	-15%	-5%	4%	-1%
COc1ccc(-c2cc3ccc(O)c(CN4CCOCC4)c3oc2=O)cc1	i	11%	nt	8	nt	i	nt	nt	2%
O=C(Nc1cccc(Cl)c1)c1ccc(NCC2CCCO2)c([N+](=O)[O-])c1 (stereo not given)	?	-14%	-11	-4	2%	1%	-7%	-5%	6%
COc1ccc(CCN2C(=O)NC(NS(=O)(=O)c3ccc(N)cc3)(C(F)(F)F)C2=O)cc1OC (stereo not given)	i	19%	8	1	0%	-1%	-11%	-9%	13%
CCC(=O)Nc1c2c(nn1-c1ccccc1)CSC2	-23%	18%	-1	3	-1%	-2%	?	1%	-11%
O=c1sc2ccccc2c(N2CCN(c3ccccc3)CC2)c1[N+](=O)[O-]	i	0%	-29	-9	0%	-2%	?	3%	15%
CC(=O)c1ccc(Oc2cnccn2)cc1	-1%	5%	-11	-2	6%	15%	1%	-5%	32%[activator]
N#Cc1cnn(-c2nc(SCc3ccccc3)nc3sc4c(c23)CCCC4)c1N	i	2%	-13	2	2%	3%	21µM*	-2%	?
COc1ccc(C2OC(CCc3ccccc3)CC3=C2C(=O)OC(C)(C)O3)cc1 (stereo not given)	-2%	24%	20	2	8%	1%	-4%	?	?
CSc1ncc(CN2CCCCC2C(=O)Nc2ccc(Oc3ccccc3)nc2)cn1 (stereo not given)	-20%	7%	-6	4	1%	12%	?	2%	14%
Cc1nc2ccc(C(=O)N3CCN(C(=O)c4ccco4)CC3)cn2c1N(C)C(=O)CCc1ccccc1	i	-14%	12	-1	-4%	-4%	0%	5%	14%
Cc1nc(SCC(=O)NCCc2ccc(Cl)cc2)nc(C)c1C	i	4%	8	1	10%	-7%	-16%	9%	14%
c1ccc(-c2cccc(-c3ccccc3)n2)cc1	-54%[inhibitor]	-24%	-18	-4	1%	10%	-4%	-15%	3%
CC(C(=O)NC1CCCC1)N(Cc1ccco1)C(=O)c1snc(C(=O)NC2CCCC2)c1N (stereo not given)	-5%[57.5 µM]	2%	7	-5	8%	5%	0%	7%	?
C[C@H]1CN([C@@H](C)CO)S(=O)(=O)c2ccc(Br)cc2O[C@H]1CN(C)S(=O)(=O)c1ccccc1	-36%[inhibitor]	24%	?	4	8%	-7%	?	-7%	-15%
Cn1c(=O)c2c(ncn2CC(=O)OCC(=O)Nc2ccc(Cl)cc2Cl)n(C)c1=O	-11%	-26%	-16	0	10%	3%	?	-10%	12%
Cc1cccc(N2CCN(C(=O)c3ccc(CNc4c(N5CCC(C)CC5)c(=O)c4=O)cc3)CC2C)c1 (stereo not given)	-8%	16%	-12	0	7%	?	?	0%	?
CCOC(=O)CSc1n[nH]c(NC(=O)CC)n1	-21%	-8%	10	6	1%	-13%	-3%	1%	-4%

# New compounds follow
canonical_smiles	PTHR1 ag	TDP43 rescue	DRD3 antagonist	D3 ag	GLP-1R agonist	HEK293 tox	KB-V1 MDR tox	aSyn rescue	GLP1R inv ag
Cn1c(SCC(=O)NC2CCCCCC2)nnc1-c1cccs1	i	11%	12	-5	1%	-7%	-1%	7%	-6%
COC(=O)c1ccccc1NC(=O)c1cc(-c2ccc(C)cc2)on1	i	-11%	6	6	3%	11%	16%	4%	-4%
CCN1CCN(CC(O)COc2ccc3c(C)cc(=O)oc3c2)CC1 (stereo not given)	i	-25%	?	-3	1%	1%	-3%	2%	-10%
Cc1ccc(C)c(NC(=O)c2cc(-c3cc(C)c(C)cc3O)n[nH]2)c1	-16%	10%	-15	-4	-3%	10%	9%	-8%	20%
COc1ccccc1N(C)S(=O)(=O)c1ccc(C(=O)NCCc2ccc(F)cc2)cc1	-20%	?	10	-3	16%	-18%	2%	10%	?
CCc1nnc(NC(=O)CN2CCN(Cc3ccc(F)cc3)CC2)s1	i	15%	-3	-5	-12%	-2%	2%	4%	-10%
CC1C(C)C(O)(c2ccccc2)CCN1C (stereo not given)	28%[57.5 µM]	11%	-9	-5	-3%	11%	-20%	4%	0%
O=C(C1=NOC(CNc2ncc(C(F)(F)F)cc2Cl)C1)N1CCOCC1 (stereo not given)	-12%	4%	0	-1	19%	-4%	-20%	0%	-7%
COc1cc(OC)c(NS(=O)(=O)c2cn(C)cn2)cc1Cl	i	8%	0	1	-1%	-5%	?	0%	-2%
Cc1noc2ncnc(NCCc3ccccc3)c12	-54%[inhibitor]	28%	nt	11	nt	0%	-18%	nt	-28%
COn1c(SC2CCCCC2)nc2ccccc2c1=O	-1%	-34%[inhibitor]	-14	4	?	8%	1%	3%	0%
Cc1c(/C(Cc2ccccc2)=N/O)c2ccccc2n1C	-22%[57.5 µM]	-1%	20	1	10%	-4%	-26%	9%	?
CS(=O)(=O)N1CCN(c2ccc(NC(=O)c3cc4ccccc4o3)cc2)CC1	-20%	23%	5	7	-5%	4%	30%	-1%	3%
c1ccc2nc(N3CCCC3)c(N3CCCC3)nc2c1	i	12%	15	1	6%	-2%	5%	2%	1.8µM*
CC(=O)N(CCCN(C)C)CCC(C)CCC=C(C)C (stereo not given)	-11%[57.5 µM]	-10%	-12	-6	-1%	1%	?	3%	4µM*
O=C(CSCc1nc2ccccc2[nH]1)Nc1ccc(Oc2ccccc2)cc1	-4%	0%	-10	-14	15%	9%	?	-5%	?
O=C(NNC(=O)C1CCC(C(=O)NNC(=O)c2cccs2)CC1)c1cccs1 (stereo not given)	?	-6%	-9	0	-1%	1%	0%	-11%	5%
COCCCNC(=O)c1ccc(Cn2c(=O)c3ccccc3n(Cc3c(C)cc(C)cc3C)c2=O)cc1	16%	-25%	nt	-14	1%	1%	-29%	nt	1%
COc1ccc(NC(=S)Nc2ccccc2C(F)(F)F)cc1	i	0%[9.22 µM]	6	2	7%	-16%	11%	1%	10%
c1coc(CNCC2OCCc3ccccc32)c1 (stereo not given)	-4%[57.5 µM]	-16%	-2	-8	1%	-8%	5%	4%	6%

# Limited to HEK293 tox and DRD3 antagonist (two entries from above):
compound	HEK293 tox	DRD3 antagonist
COc1ccc(NC(=S)Nc2ccccc2C(F)(F)F)cc1	-16%	6
c1coc(CNCC2OCCc3ccccc32)c1 (stereo not given)	-8%	-2

# The list goes on.
canonical_smiles	PTHR1 ag	TDP43 rescue	DRD3 antagonist	D3 ag	GLP-1R agonist	HEK293 tox	KB-V1 MDR tox	aSyn rescue	GLP1R inv ag
CCn1c(SCC(=O)Nc2ccc(NC(=O)c3ccco3)cc2)nnc1-c1cccs1	-21%[57.5 µM]	1%	14	-2	0%	-19%	9%	6%	15%
CCCn1c(SCC(=O)Nc2ccc(S(=O)(=O)N(C)C)cc2)n[nH]c1=O	-12%	0%[9.22 µM]	11	8	1%	-1%	8%	0%	6%
O=C(Nc1cccc(F)c1)C1CCN(c2nc3ccccc3nc2C(F)(F)F)CC1	-22%	17%	nt	2	nt	4%	?	nt	-20%
O=[N+]([O-])c1ccccc1/C=N/N1CCN(Cc2ccccc2)CC1	-34%[inhibitor]	-2%	-67*	-17	-8%	9%	4%	-4%	?
O=C(NCc1ccccc1)C(=O)NCC(c1ccco1)N1CCN(c2ccccc2F)CC1 (stereo not given)	i	2%	1	12	1%	10%	6%	-1%	2%
O=S(=O)(c1ccc2nc(Nc3ccc(Br)cc3F)ccc2c1)N1CCCC1	0%	8%	nt	-8	nt	5%	?	nt	7%
Cc1cc(C)c(C)c(S(=O)(=O)N2CCSCC2)c1C	-20%	0%	0	12	-3%	0%	-2%	7%	10µM*
CNC(=O)NC(=O)CSc1nc2cc(C(=O)OC)ccc2c(=O)n1-c1ccccc1	i	-11%	33	14	-8%	9%	17%	0%	-3%
COc1ccc(CN2CCNC(=O)C2CC(=O)N(C)Cc2cc(C)no2)cc1OC (stereo not given)	-4%	11%	-8	8	-4%	17%	5%	-1%	15%
CCOc1ccccc1NC(=O)C(OC(=O)c1ccc(N(C)C)cc1)c1ccccc1 (stereo not given)	-18%	-16%	44	-2	-6%	-10%	9.2µM*	2%	-19%
O=C(Oc1ccc(N2C(=O)C3C4CCC(C4)C3C2=O)cc1)c1ccco1 (stereo not given)	i	11%	2	6	0%	-4%	0%	1%	18%
CCOc1ccc(CNC(=O)C2CCN(C(=O)c3ccc(-n4ccc5ccccc54)s3)CC2)cc1	-73%[inhibitor]	17%	nt	9	nt	-4%	-7%	nt	0%
N#C/C(=C\c1ccc(N2CCOCC2)cc1)c1ccccc1	-24%	11%	-8	2	5%	-12%	-1%	-13%	?
O=C(COc1ccccc1Cl)NCCNC(=O)c1ccncc1	i	-26%	1	-7	3%	-3%	-24%	2%	6%
O=C(CCNS(=O)(=O)c1ccccc1)N1CCCCCC1	i	10%	4	-10	-2%	-27%	-12%	2%	?
CCOC(=O)c1c(C)oc2ncnc(Nc3cc(C)cc(C)c3)c12	-20%	16%	nt	4	nt	4%	16%	nt	5%
Cc1ccc(NC(=O)c2sc3nc[nH]c(=O)c3c2C)c(C)c1	-19%[57.5 µM]	13%	29	0	7%	69%[activator]	-5%	5%	0%

# This is a subset; rates above refer to the full screens.
